# From PubChem
# KB-3-1 tox: KB-3-1 parental cell cytotoxicity. Potency, µM (titrated, usually from 46.1 µM), for inactives: top-dose activity change, negative = cytotoxic, most hits filed as cytotoxic. hit rate 1.4% among 400,000. KB-3-1 viability, CellTiter-Glo ATP luminescence, 72 h; also: potency is read from the fitted curve at half-maximal effect; % is scaled to controls: 0 for no effect and ±100 for the full control effect; nearly all actives have a fitted effect of over 60% in size
#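 Multi-concentration cytotoxicity screen in KB-3-1 cells grown in DMEM lacking phenol red with 10% FBS. After 72 h at 37 °C with compound, ATP-dependent luminescence was recorded.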
# HEK293 tox: cytotoxic in the GLP-1 receptor inverse agonist counter-screen. HEK293 cAMP-luciferase reporter cells, luminescence, 24 h. hit rate 0.13% among 410,000. AID 624418. Potency, µM (top dose mostly 38.3 µM), for the others: top-dose activity change, negative = inhibition, actives largely listed as inhibitors;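 also: loss of luciferase light is scored as toxicity; potency is read from the fitted curve at half-maximal effect; % is scaled to controls: 0 for no effect and ±100 for the full control effect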
#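 Step one: seed cells (200 cells/uL, DMEM with 10% Nu serum, 1% pen-strep). Step two: 12-hour incubation at 37 deg C. Step three: pin 23 nL compound, incubate 24 hr. Step four: add luciferase reagent, read luminescence 12 min later.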
# DRD3 agonist: D3 dopamine receptor (human) agonism. P35462. D3R DiscoveRx beta-arrestin cells, luminescence, 90 min. max activation, %. hit rate 0.58% among 410,000. AID 652048; in the data active = max activation above about 30%; also: 0% is about no effect; mostly tested at two doses, the higher about 12 µM
# Target sequence (P35462 whole entry, looked up): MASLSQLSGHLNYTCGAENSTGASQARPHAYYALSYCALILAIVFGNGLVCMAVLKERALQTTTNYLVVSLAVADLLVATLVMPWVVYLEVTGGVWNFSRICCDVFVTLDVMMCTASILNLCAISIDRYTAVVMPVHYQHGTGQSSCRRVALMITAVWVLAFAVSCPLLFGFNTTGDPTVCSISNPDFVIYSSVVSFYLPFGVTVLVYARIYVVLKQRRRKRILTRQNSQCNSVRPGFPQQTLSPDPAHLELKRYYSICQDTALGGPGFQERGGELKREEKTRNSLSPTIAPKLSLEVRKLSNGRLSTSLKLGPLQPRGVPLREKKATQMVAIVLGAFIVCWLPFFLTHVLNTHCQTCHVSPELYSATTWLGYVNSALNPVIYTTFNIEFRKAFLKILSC
#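 Cells at 1500/well, incubated overnight, then treated with pinned compounds (dopamine as control) for 90 min at 37 degrees C. DiscoveRx reagent added for 30 - 60 minutes at room temperature; luminescence read.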
# MCF10A rerep: induces DNA re-replication in MCF 10a normal breast cells. Potency, µM (top dose mostly 46.1 µM), for inactives: top-dose activity, positive = re-replication, actives largely listed as activators. AID 624296. hit rate 2.9% among 350,000. MCF 10A DNA re-replication, Hoechst nuclear intensity, 48 h; also: potency is read from the fitted curve at half-maximal effect; % of control where 0% means no effect; nearly all actives have a fitted effect of over 50% in size
# KB-V1 MDR tox: kills drug-selected multidrug resistant KB-V1 cells. KB-V1 MDR cells viability, CellTiter-Glo, 72 h. Potency, µM (doses to about 46.1 µM), without a hit: top-dose activity change, negative = cytotoxicity, most hits filed as cytotoxic. hit rate 3.4% among 400,000. AID 1347076; also: potency is read from the fitted curve at half-maximal effect; % is scaled to controls: 0 for no effect and ±100 for the full control effect; nearly all actives have a fitted effect of over 60% in size
#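 Cells of the MDR subline KB-V1 are plated, dosed with compound at multiple concentrations, and incubated 72 h at 37 degrees C; CellTiter-Glo is then added and luminescence read after 10 min.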
# HT1080-NT tox: kills 2HG-producing HT-1080-NT fibrosarcoma cells; Potency, µM (top dose mostly 46.1 µM), without a hit: at the top dose activity, negative = less viability, actives largely listed as cytotoxic; hit rate 1.6% among 360,000; AID 686970; HT-1080-NT fibrosarcoma viability, CellTiter-Glo ATP luminescence, 48 h;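 also: NT is the 2HG producing partner of a matched IDH1 knockdown line; potency is read from the fitted curve at half-maximal effect; 0% = DMSO-treated cells and -100% = media-only wells without cells; nearly all actives have a fitted effect of over 55% in size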
#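 A 48-hour cytotoxicity screen used HT-1080-NT cells plated 2 hours before compound delivery. ATP-based CellTiter-Glo luminescence measured viability, normalized to DMSO and no-cell controls.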
# IL-1B inflam inh: blocks inflammasome-driven IL-1 beta release; THP-1 LPS/ATP IL-1B secretion, AlphaLISA, 16 h; hits give low values; activity change, % at 57.5 µM; hit rate 4.7% among 360,000; in the data active = activity change below about -50%; inconclusive = mostly about -30% to -49%; also: % is scaled to controls: 0 for no effect and ±100 for the full control effect
#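 THP-1 cells pretreated 1 hr with compounds (up to 57.5 uM final), then stimulated with LPS (250 ng/mL final) plus ATP (1.25 mM final); secreted IL-1B measured by AlphaLISA after 16 hr, decreased signal indicating inhibition.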
# HT1080 IDH1KD tx: HT-1080 IDH1 knockdown cell toxicity (counter line). HT-1080 IDH1 knockdown viability, ATP luminescence, 48 h. Potency, µM (highest dose often 46.1 µM), without a hit: at the highest dose activity, negative = toxicity, most hits filed as cytotoxic. hit rate 2% among 360,000;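 also: potency is read from the fitted curve at half-maximal effect; 0% = DMSO wells and -100% = cell-free medium wells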
#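 IDH1KD HT-1080 cells, 750/well, RPMI + 5% FBS; compound pinned after 2 h settling; 48 h, 37 °C; CellTiter-Glo luminescence; % activity normalised to DMSO and no-cell wells; curves fitted, classed by r2 and efficacy.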
# SW480 rereplic: inducers of DNA re-replication in SW480 colon cancer cells | SW480 DNA re-replication, Hoechst DNA content imaging, 48 h | Potency, µM (doses to about 46.1 µM), for the others: top-dose re-replication activation, hits mostly activators | hit rate 1.8% among 340,000 | AID 624297; also: potency is read from the fitted curve at half-maximal effect; % of control where 0% means no effect; nearly all actives have a fitted effect of over 55% in size
#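 250 cells/well; 23 nL cpd via pin tool; 48 hr, 37 C, 5% CO2; Hoechst 40 min; imager read of total nuclear intensity, ex 405/em 500-530 nm.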
# Numbers without * were called inactive; u = inconclusive; x = not tested or not shown; & = joins results of further samples; [ ] = dose if it differs, or a comment. Unless noted, calls follow the shape of the dose curve; as a rule, active = well fitted curve in the direction sought with a large enough effect; inconclusive = small, poorly fitted or top-dose-only effect, or another doubt; inactive = no such curve, though single readings can be large; an effect the other way counts as inactive or inconclusive.
SMILES,KB-3-1 tox,HEK293 tox,DRD3 agonist,MCF10A rerep,KB-V1 MDR tox,HT1080-NT tox,IL-1B inflam inh,HT1080 IDH1KD tx,SW480 rereplic
COc1ccc(S(=O)(=O)c2c(C)c(NS(=O)(=O)c3ccccc3)cc(C)c2O)cc1,5%&12%,8%&-11%,-3&-17,u,u,-22%,-12,-24%,7%
COC(=O)c1ccc(NC(=O)c2ccc3nsnc3c2)cc1,-3%,-11%,9,6%,-22%,-9%,0,2%,4%
Cc1cccc(NC(=O)C2CCCN(S(=O)(=O)c3c(C)n[nH]c3C)C2)c1 (configuration not stated),0%,-9%,-18,x,-7%,x,x,x,x
CC(Nc1cccc2ccccc12)C(=O)N/N=C/c1ccc([N+](=O)[O-])cc1 (configuration not stated),-4%,14%,9,5%,2%,u,16,-21%,-2%
O=[N+]([O-])c1cc(C(F)(F)F)cc([N+](=O)[O-])c1NCCN1CCNCC1,3%,14%,1,-2%,-9%,-2%,11,-6%,3%
COc1ccc(CCN(CC(=O)NC2CCCC2)C(=O)Cn2nnc(-c3ccc(C)o3)n2)cc1OC,9%,-1%,3,-2%,-2%,5%,0,10%,2%
COc1ccccc1NC(=O)c1ccc(COc2ccccc2Br)o1,2%,-2%,-3,u,-20%,1%,25,0%,1%
O=C(CSc1nc(-c2ccc(F)cc2)[nH]c1-c1ccc(F)cc1)Nc1ccc2c(c1)OCCO2,u,u,4,x,18µM*,x,x,x,x
CCC1(C)CC(=O)N(c2ccc(C(=O)O)c(O)c2)C1=O (configuration not stated),20%,13%,-4,0%,0%,11%,-2,11%,1%
COc1cc2c(cc1NC(=O)c1cc(-c3ccncc3)nc3ccccc13)oc1ccccc12,-21%,u,7,u,-9%,-8%,3,-7%,0%

# Two compounds from above, reduced to HEK293 tox:
compound	HEK293 tox
O=C(CSc1nc(-c2ccc(F)cc2)[nH]c1-c1ccc(F)cc1)Nc1ccc2c(c1)OCCO2	u
CCC1(C)CC(=O)N(c2ccc(C(=O)O)c(O)c2)C1=O (configuration not stated)	13%

# (listing goes on)
SMILES,KB-3-1 tox,HEK293 tox,DRD3 agonist,MCF10A rerep,KB-V1 MDR tox,HT1080-NT tox,IL-1B inflam inh,HT1080 IDH1KD tx,SW480 rereplic
Cc1cc(C(=O)Nc2c(C)cccc2C)n(-c2ccccc2)n1,7%,7%&7%,2&1,3%,15%,19%,18,10%,-12%
NC(=O)CSc1nnc(SCc2ccc(F)cc2)s1,-2%,-2%,2,-12%,-7%,-5%,18,-1%,-11%
OC(COc1ccc(F)cc1)CN1CCN(c2ccccc2F)CC1 (configuration not stated),3%,-6%,-9,4%,-5%,2%,13,8%,-18%
CCc1ccccc1N(C)S(=O)(=O)c1cc(-c2cc(C)no2)ccc1OC,u,-29%,-6,u,-21%,u,22,u,u
COc1ccc(C(=O)Nc2ccc(S(=O)(=O)NCc3ccco3)cc2)cc1OC,15%,1%,-8,0%,14%,4%,26,6%,-1%
COc1ccc(/C=C(\NC(=O)c2ccc(Cl)cc2)C(=O)NCc2cccnc2)cc1OC,2%,-12%,5,x,21%,9%,-10,12%,x
COc1ccc(N2CCN(C(=O)CN(c3cccc(OC)c3)S(=O)(=O)c3ccccc3)CC2)cc1,x,-10%,16,11%,x,-2%,-13,6%,-1%
CCOC(=O)c1c(C)[nH]c(C)c1C(=O)CN1C(=O)NC(CC(C)C)C1=O (configuration not stated),-9%,0%,-11,16%,9%,5%,9,4%,3%
Cc1ccc(CC2(C)C(=O)Nc3c(Cl)ccc(Cl)c32)cc1 (configuration not stated),u,-8%,4,x,u,u,53,0%,x
Cn1nnnc1SCC(=O)Nc1ccc(N2CCOCC2)cc1,-7%,-18%,-9,6%,6%,-22%,16,-3%[9.24 µM],1%
CCn1cc(C(=O)N2CCCC(C(=O)c3ccc4ccccc4c3)C2)cn1 (configuration not stated),12%,-2%,-1,8%,-14%,0%,-15,0%,5%
Cc1ccccc1NC(=O)COC(=O)c1cccnc1,-5%,4%,-6,-4%,-15%,15%,0,-7%,-3%
COc1ccc(-c2nn(-c3ccccc3C)cc2CNC(C)c2cn(C)nc2C)cc1F (configuration not stated),14%,-15%,-4,u,-18%,0%,-26,-10%,15%
Cc1ccccc1OCC(=O)Nc1nnc(C2CCCC2)s1,2%,3%,7,2%,u,18%,-7,0%,-1%
O=C1c2ccc(-c3ccc(Cl)c(C(F)(F)F)c3)cc2S(=O)(=O)c2cccc(C(=O)N3CCN(c4ccc(Cl)cn4)CC3)c21,-3%,1%,7,1%,0%,1%,-15,3%,1%
Cc1nnc(SCC(=O)c2ccccc2)n1Cc1ccccc1,8%,6%,9,-4%,15%,17%,17,-1%,-2%
Cc1cc(C)n(-c2ccc(C(=O)OCC(=O)Nc3cc(S(C)(=O)=O)ccc3Cl)cc2)n1,20%,0%,-1,-2%,-12%,12%,4,17%,-5%
O=C(C(Sc1ccccc1)c1ccccc1)N1CCOCC1 (configuration not stated),-2%,0%,2,-6%,18µM*,12%,3,12%,u
COC(=O)[C@@]12CCCN1[C@H](c1ccc(-c3ccc(Cl)c(Cl)c3)cc1)[C@H]1C(=O)N(C)C(=O)[C@H]12,0%,-8%,-7,u,0%,0%,-20,-18%,1%[9.22 µM]
CSc1ccccc1C(=O)NCC(c1ccco1)N1CCCCC1 (configuration not stated),-9%,1%,-9,28%,u,19%,14,u,4%
Cc1ccc(C(=O)O)cc1S(=O)(=O)N1CCC(C(=O)O)CC1,-6%,22%,3,-2%,12%,11%,6,13%,-11%
COc1ccccc1N(C)S(=O)(=O)c1ccc(C(=O)N2CCC2)cc1,1%,-4%,-6,11%,u,-13%,9,4%,11%
Cc1ccc(O)c(NC(=O)COCc2cc(-c3ccco3)on2)c1,-4%,-23%,-1,x,6%,x,x,x,x
O=C(Cc1ccccc1)N/N=C/c1cc(Br)c(Br)o1,1%,8%,-2,8%,-25%,2%,-16,-3%,0%
CC1CCc2nc(N)c(C#N)c(-c3cccn3C)c2C1 (configuration not stated),0%,8%,5,0%,0%,-9%,-8,-1%,-5%
COc1cc2ncc3c(-c4ccccc4)nn(CC(=O)NC4CCCCC4)c3c2cc1OC,-6%,1%,-10,x,4%,x,x,x,x
Cc1ccc(S(=O)(=O)N2CCC(n3nnc4cc(C)ccc43)CC2)cc1,9%,3%,-3,19%,7%,4%,14,13%,0%
CC(C)N(Cc1nc(-c2ccccc2)no1)C(=O)COc1ccccc1,-9%,2%,3,1%,0%,4%,1,2%,-8%
COc1ccc(N2CCN(C(=O)c3cc(-c4cccs4)nc4ccccc34)CC2)cc1,-6%,14%,3,-4%,-26%,-16%,-22,-8%,8%
Cc1ccnc(NC(=O)CN(C)S(=O)(=O)c2cccc3nsnc23)c1,13%,-3%,3,-11%,u,6%,-2,3%,-2%

# A second format for part of the listing above:
SMILES | KB-3-1 tox | HEK293 tox | DRD3 agonist | MCF10A rerep | KB-V1 MDR tox | HT1080-NT tox | IL-1B inflam inh | HT1080 IDH1KD tx | SW480 rereplic
O=C(C(Sc1ccccc1)c1ccccc1)N1CCOCC1 (configuration not stated) | -2% | 0% | 2 | -6% | 18µM* | 12% | 3 | 12% | u
COC(=O)[C@@]12CCCN1[C@H](c1ccc(-c3ccc(Cl)c(Cl)c3)cc1)[C@H]1C(=O)N(C)C(=O)[C@H]12 | 0% | -8% | -7 | u | 0% | 0% | -20 | -18% | 1%[9.22 µM]
CSc1ccccc1C(=O)NCC(c1ccco1)N1CCCCC1 (configuration not stated) | -9% | 1% | -9 | 28% | u | 19% | 14 | u | 4%
Cc1ccc(C(=O)O)cc1S(=O)(=O)N1CCC(C(=O)O)CC1 | -6% | 22% | 3 | -2% | 12% | 11% | 6 | 13% | -11%
COc1ccccc1N(C)S(=O)(=O)c1ccc(C(=O)N2CCC2)cc1 | 1% | -4% | -6 | 11% | u | -13% | 9 | 4% | 11%
Cc1ccc(O)c(NC(=O)COCc2cc(-c3ccco3)on2)c1 | -4% | -23% | -1 | x | 6% | x | x | x | x
O=C(Cc1ccccc1)N/N=C/c1cc(Br)c(Br)o1 | 1% | 8% | -2 | 8% | -25% | 2% | -16 | -3% | 0%
CC1CCc2nc(N)c(C#N)c(-c3cccn3C)c2C1 (configuration not stated) | 0% | 8% | 5 | 0% | 0% | -9% | -8 | -1% | -5%
COc1cc2ncc3c(-c4ccccc4)nn(CC(=O)NC4CCCCC4)c3c2cc1OC | -6% | 1% | -10 | x | 4% | x | x | x | x
Cc1ccc(S(=O)(=O)N2CCC(n3nnc4cc(C)ccc43)CC2)cc1 | 9% | 3% | -3 | 19% | 7% | 4% | 14 | 13% | 0%

# Going on with the list:
SMILES,KB-3-1 tox,HEK293 tox,DRD3 agonist,MCF10A rerep,KB-V1 MDR tox,HT1080-NT tox,IL-1B inflam inh,HT1080 IDH1KD tx,SW480 rereplic
CCCNC(=O)c1onc(CSc2nc3ccccc3[nH]2)c1C(=O)NCCC,10%,-7%,5,-1%,1%,15%,17,13%,-11%
CCOC(=O)c1ccc2c(c1)nc(-c1ccccn1)n2CC,19%,3%,1,-3%,u,-16%,34,-12%,-1%
COc1ccc(NC(=O)C2=C(C)C(=O)OC23CCN(C(C)C)CC3)cc1Cl,6%,5%,0,x,-8%,x,x,x,x
COc1ccc(CNc2ncnc3cc(Cl)ccc23)cc1OC,u,6%,7,18%,21µM*,-18%,0,-23%,-5%
COc1ccc(C(=O)COC(=O)CCn2c(C)csc2=O)c(OC)c1,2%,-1%,10,x,-2%,16%,-22,10%,x
